# hIAP block – human IAP inhibition; purified IAP, CDP-Star luminescence, 30 min; inhibition, % at 10 µM; 0.12% of 330,000 active; AID 2544;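 active means inhibition reaching a set limit with compound at 10 µM in the primary screen, cut at about 35% in these data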;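 further: plate controls were DMSO wells with enzyme for no effect and no-enzyme buffer wells for full effect; values of inactives mirror those of a sister screen read the other way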
# Target sequence (P09923 whole entry, looked up): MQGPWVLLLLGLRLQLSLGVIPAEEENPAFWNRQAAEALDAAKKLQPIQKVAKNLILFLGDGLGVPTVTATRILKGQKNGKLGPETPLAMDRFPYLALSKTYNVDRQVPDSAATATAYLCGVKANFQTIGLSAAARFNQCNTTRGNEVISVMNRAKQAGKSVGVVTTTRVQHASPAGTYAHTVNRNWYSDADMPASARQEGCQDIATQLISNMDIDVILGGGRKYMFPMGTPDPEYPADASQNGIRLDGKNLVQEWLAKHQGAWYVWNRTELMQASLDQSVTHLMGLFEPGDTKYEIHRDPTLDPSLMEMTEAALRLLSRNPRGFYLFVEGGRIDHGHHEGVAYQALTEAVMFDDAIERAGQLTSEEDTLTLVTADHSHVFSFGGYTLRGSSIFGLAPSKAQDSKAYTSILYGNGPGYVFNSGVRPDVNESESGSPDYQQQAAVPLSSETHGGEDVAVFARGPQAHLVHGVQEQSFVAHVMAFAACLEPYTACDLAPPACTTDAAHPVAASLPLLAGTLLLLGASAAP
# APOBEC3A inh – inhibitors of human APOBEC3A DNA deaminase | 0.41% of 330,000 active | recombinant A3A, FAM/TAMRA ssDNA deamination fluorescence | inhibition, % at 20 µM;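 active means at least 40% inhibition at 20 µM here, with at most 30% in a related deaminase screen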;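 further: plate controls were A3A with DMSO for no effect and wells lacking A3A enzyme for full effect; some results filed as inactive read as strong as hits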
# Target sequence (P31941 whole entry, looked up): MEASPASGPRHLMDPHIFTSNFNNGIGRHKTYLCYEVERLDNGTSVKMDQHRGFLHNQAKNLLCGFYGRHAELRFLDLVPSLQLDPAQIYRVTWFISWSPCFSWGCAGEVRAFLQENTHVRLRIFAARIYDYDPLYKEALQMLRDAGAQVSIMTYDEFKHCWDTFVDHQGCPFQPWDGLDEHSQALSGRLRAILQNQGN
# MIN6 prolif – induces beta-cell replication in MIN6 cells; MIN6 cells proliferation, ATPlite luminescence, 48 h; cells starved in 0.2% serum; 100% = growth in 10% serum; AID 2380; proliferation, % at 10 µM; 0.29% of 330,000 active;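 active means compounds whose signal lies at least 3.5 SD above the mean of all wells on their plate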;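 further: 0% = DMSO-treated cells in low-serum medium and 100% = 10% serum control; some compounds called inactive have numbers as strong as hits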
# mIAP inh – blocks mouse intestinal alkaline phosphatase; AID 2806; purified mouse IAP, CDP-Star luminescence, 30 min; 0.2% of 330,000 active; inhibition, % at 10 µM;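 active means inhibition of at least 40% at 10 µM in the primary screen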;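 further: plate controls were DMSO with enzyme for no effect and no enzyme wells for full effect; values of inactives mirror those of a sister screen read the other way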
# TIM10 inh – inhibits growth of TIM10 yeast strain | inhibition, % at 10 µM | S. cerevisiae TIM10 strain growth, BacTiter-Glo luminescence, 24 h | 1.4% of 330,000 active;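 active means inhibition of 40% or more at the single tested concentration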;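 further: wild-type TIM10 isogenic control strain grown at permissive 25 °C; 0% = DMSO yeast wells and 100% = minimal medium wells without yeast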
# APOBEC3G inh – blocks human APOBEC3G single-stranded DNA deamination. 0.28% of 330,000 active. Q9HC16. recombinant A3G, ssDNA deamination FAM/TAMRA fluorescence. inhibition, % at 20 µM;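 active means inhibition of at least 40% at 20 µM, with no more than 30% in the related APOBEC3A deaminase screen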;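 further: plate controls were DMSO wells with A3G for no effect and wells lacking A3G enzyme for full effect; some compounds called inactive have numbers as strong as hits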
# NALP3 yeast inh – NALP3 inhibition in yeast; Yeast reconstituted NLRP3/ASC/caspase-1, beta-gal luminescence, 24 h; 0.39% of 330,000 active; inhibition, % at 10 µM; AID 2825;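 active means inhibition of 50% or more; inactive means inhibition below 50%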;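 further: plate controls were induced DMSO wells for no effect and uninduced yeast grown without galactose for full effect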
# tim10-1 inh – tim10-1 yeast growth inhibition; S. cerevisiae tim10-1 ts strain growth, BacTiter-Glo, 24 h; inhibition, % at 20 µM; 2.2% of 330,000 active; AID 463190;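 active means inhibition of at least 40%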;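 further: mutant grown at 25 °C; 0% = DMSO wells with yeast and 100% = wells holding no yeast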
# mIAP act – mouse IAP activation; muIAP, CDP-Star luminescence, 30 min; hits give high values; 1 = vehicle-only enzyme signal, 0 = enzyme-free wells; activation factor at 10 µM; 0.24% of 330,000 active; AID 2805;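 active means activation factor of at least 2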; further: the source names both 10 and 20 µM as test concentration; values of inactives mirror those of a sister screen read the other way
#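 Assay system: mouse IAP enzyme; reagent: chemiluminescent substrate CDP-Star; dosing: test compounds delivered from DMSO solution; schedule: 30 min at room temperature; measured by: luminescence from enzymatic CDP-Star hydrolysis; controls: DMSO-only wells and no-enzyme negative control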
# * marks the source's active call; other numbers are inactive results.
Structure	TIM10 inh	NALP3 yeast inh	tim10-1 inh	APOBEC3G inh	APOBEC3A inh	mIAP act	mIAP inh	MIN6 prolif	hIAP block
CCOc1cc(/C=N/NC(=O)c2cccc([N+](=O)[O-])c2)ccc1OS(=O)(=O)c1ccccc1	5	12	15	1	3	0.84	16	-2	-12
O=C(NC(NC(=S)Nc1cc(Cl)ccc1Cl)C(Cl)(Cl)Cl)c1ccco1 (stereo not drawn)	10	24	23	1	1	0.85	15	-4	18
OCCN=c1cc(-c2ccccc2)oc2ccc(Cl)cc12	12	-16	-15	-4	-2	0.97	3	3	3
O=C1NC(=Nc2ccccc2)S/C1=C\c1cccs1	31	56*	24	-8	-4	0.81	19	-3	-46
O=[N+]([O-])c1cncc([N+](=O)[O-])c1Nc1ccccc1Cl	4	-11	51*	-6	-5	0.92	8	-2	-10
CN(C(=O)CSc1ccc(S(=O)(=O)N2CCCCC2)cn1)c1ccccc1	23	16	29	-5	-2	1.1	-8	-3	13
COc1ccc(-c2sc(Nc3ccc(F)c(F)c3F)nc2CCC(=O)NN)cc1	7	8	30	4	3	1	-4	-5	-16
Cn1c(=O)c(=O)n(C)c2cc(S(=O)(=O)CCC(=O)Nc3c(F)c(F)c(F)c(F)c3F)ccc21	-5	9	-4	-6	-2	0.97	3	-2	-11
Cc1ccc(S(=O)(=O)N2CCC(NC(=O)OC(C)C)CC2)cc1	12	18	-1	-6	-4	0.96	4	-2	7
Cc1ccc(NC(=S)N2CCn3cccc3C2c2cccnc2)cc1 (stereo not drawn)	-6	23	9	3	2	1	-2	0	7
CC1CCN(S(=O)(=O)c2ccc3c(c2)c(=O)c(C(=O)N2CCCCC2)cn3C)CC1	-8	22	1	-6	-3	0.96	4	-4	16
CCN(CC(=O)Nc1ccc(NC(C)=O)cc1)C(=O)c1ccc(=O)n(C)n1	0	2	0	-8	-6	1	-4	3	5
O=C(CSc1ccc2nnc(CCNC(=O)c3ccccc3)n2n1)NCc1ccco1	12	14	-3	-3	2	0.92	8	-1	-8
CN(C)c1ccc(C(=O)/C=C/c2ccccc2)cc1	16	53*	21	-2	3	0.94	6	-3	-15
COC(=O)c1ccc(N2CCN(C)CC2)c(NC(=O)c2cc3ccccc3o2)c1	6	31	7	-7	-5	1	-2	-6	-4
COc1ccc(OC)c(CN2CCC(C(=O)N(C)CCc3ccc(OC)c(OC)c3)CC2)c1	-1	16	-5	6	-1	0.98	2	-1	-20
O=C(CN(c1ccccc1F)S(=O)(=O)c1ccccc1)Nc1ccccc1C(=O)N1CCOCC1	1	3	39	-6	-2	1	0	-1	-14
CCC(=O)Nc1ccc(-c2nnc(-c3ccccc3)o2)cc1	30	29	14	-1	-3	0.97	3	0	-2
COC(=O)/C=C/C(=O)Nc1cccnc1	8	5	2	-6	-2	0.97	2	4	2
COc1cccc(C2CC(c3cccs3)=NN2S(C)(=O)=O)c1OC (stereo not drawn)	4	25	-7	-3	-2	0.87	13	4	-7
COc1ccc(Cn2cccc(NC(=O)Nc3cccc(OC)c3)c2=O)cc1	3	10	-9	-10	0	1.1	-10	-4	-14
N/C(=N\OC(=O)COc1ccc2ccccc2c1)c1cccnc1	17	32	27	-7	0	1	-3	0	4
Cc1cc(C)c(NC(=O)CSc2nc3ccc(NC(=O)CSc4nnnn4Cc4ccccc4)cc3s2)c(C)c1	0	8	7	-7	-3	1.1	-10	-1	16
CCOc1ccc(OCC)c(NC(=O)CC2Oc3ccccc3NC2=O)c1 (stereo not drawn)	3	11	12	0	2	0.96	4	-3	7
O=C(Nc1ccc(Br)cc1)c1ccc2ncsc2c1	-3	-2	-6	-6	21	0.94	6	-2	4
COc1cccc(C(=O)/C=C/Nc2ccc(S(=O)(=O)Nc3onc(C)c3C)cc2)c1	17	12	14	-7	-8	1.1	-9	-2	-3
O=C(NCc1ccccc1)C1CCCN(C(=O)Nc2ccccc2)C1 (stereo not drawn)	-2	5	4	-4	-3	0.89	11	-3	-18
CCc1nnc(NC(=O)c2nn(-c3ccccc3)nc2C)s1	15	-15	24	-7	-4	1	-5	-2	2
O=C(O)C1CCCN(S(=O)(=O)c2ccc(Br)cc2)C1 (stereo not drawn)	-14	-11	-5	-8	-5	1.1	-10	-5	5
CC1CCCCC1Nc1nc2ccc(Cl)cc2n2cnnc12 (stereo not drawn)	15	5	-15	-5	-1	1	-3	-3	-2
O=c1c2oc3ccccc3c2ncn1Cc1cccc(Cl)c1	8	-4	8	-18	4	1.1	-8	0	1
COc1ccc(CC(=O)OCC(=O)N2CCCc3ccccc32)cc1	-1	21	14	-9	0	1.1	-6	1	-24
COc1ccc(NC(=O)Cn2c(=O)n(-c3ccccc3)c(=O)c3sccc32)c(OC)c1	-6	-2	5	-4	3	1	-4	-2	-5
CCCCCOC(=O)Cn1c(=O)c2c(nc(N3CCOCC3)n2C)n(C)c1=O	0	0	5	3	-2	0.97	3	1	6
O=C(CN1C(=O)COc2ccccc21)NCCCN1CCOCC1	-10	10	-16	-9	-4	0.97	3	0	11
COc1cc(OC)c(NS(=O)(=O)c2ccc(Cl)c(C(=O)OC(C)C(=O)N3CCCC3)c2)cc1Cl (stereo not drawn)	-4	-3	-1	-3	5	1.1	-9	-2	8
O=C(Cc1ccc(Cl)cc1Cl)Nc1ccncc1	-37	18	-15	-4	-1	1.1	-8	-7	8
CCOC(=O)c1c(C)n(C)c2cc(OCCN(CC)CC)ccc12	0	11	-4	-2	1	0.98	2	-1	24
Cc1ccc(CC2CC(=O)N(c3nc(C)cc(C)n3)C2=O)cc1 (stereo not drawn)	7	6	2	-5	-1	1	0	-3	1
CCCCCCCc1nc2sc3c(c2c(=O)n1N)CC(C)(C)OC3	-3	0	-3	-3	6	1.1	-9	-3	1
CSc1cccc(CNC(=O)C2CCC(=O)N(CC3CCCCC3)C2)c1 (stereo not drawn)	15	4	-2	1	1	0.94	6	-2	5
COc1cccc(N2CCN(C3CCCC(C)C3)CC2)c1 (stereo not drawn)	-18	4	7	-1	0	0.99	1	-2	3
CCOC(=O)C(=O)Nc1cc(C)on1	-10	-8	14	-9	-6	1.1	-13	4	-7
O=C(NCCC1=CCCCC1)C1CCN(C(=O)Nc2ccccc2)CC1	-22	12	11	-1	-1	1.1	-14	-2	8
Cc1c(C(=O)N2CCC(N3CCSCC3)CC2)oc2c(F)cccc12	-19	8	33	-8	-5	0.94	6	5	13
COc1ccc(CC2(CO)CCN(Cc3cnn(C)c3C)CC2)cc1	6	1	0	-7	2	1.2	-16	-2	-2
COCC(=O)N(Cc1cc2cc(OC)ccc2[nH]c1=O)c1ccccc1	12	19	-6	-4	-5	1	-4	-2	-16
CCOC(=O)N1CCN(Cc2nc3cc(NC(=O)CC(C)C)ccc3n2CC)CC1	14	-2	-6	-5	-2	1	0	5	6
CCCNC(=O)c1ccccc1N1CCN(CCCCN2C(=O)C3CCCCN3C2=O)CC1 (stereo not drawn)	1	15	-6	-6	-3	1	-1	0	24
Cc1ccc(Cl)cc1N1CCN(C(=O)c2ccc(CN3CCOCC3)cc2)CC1	13	26	33	-2	-2	1.1	-6	-2	5
O=C(Cc1ccc(Cl)cc1)c1c[nH]c(C(=O)NCCCN2CCOCC2)c1	-15	4	-8	-5	2	0.93	7	0	-5
O=C(O)Cn1nc(-c2ccccc2)cc1-c1ccccc1	-3	10	-15	0	0	1	-2	-2	-6
O=C(Nn1c(-c2ccc(F)cc2)nc2ccccc2c1=O)c1cccnc1	6	8	10	-1	-3	1	-3	-3	4
COc1ccc(C(C)NC(=O)C2CCCO2)cc1OC (stereo not drawn)	5	3	10	-3	1	0.93	7	1	3
CC(C)c1ccc(CN(C)CC(O)c2ccccc2)cc1 (stereo not drawn)	3	15	1	-1	2	0.98	2	0	2
OC[C@H]1O[C@@H](O[C@@H]2[C@@H](CO)O[C@@](O)(CO)[C@H]2O)[C@H](O)[C@@H](O)[C@H]1O	6	-5	8	-4	-3	0.95	4	-3	-9
COc1ccc(S(=O)(=O)NCCCn2ccnc2)cc1Cl	-5	22	7	-3	-1	1	0	0	0
CCn1cc(/C=C(\NC(=O)c2ccc(OC)c(OC)c2)C(=O)NCCCO)c2ccccc21	-4	2	-13	-10	-5	1.1	-13	0	-5
CCS(=O)(=O)Nc1cc2c3c(c1)CCC(=O)N3CCC2	7	12	0	0	-1	0.98	2	0	37*
COc1cc(C(=O)NCc2ccncc2)cc(OC)c1OC	-9	2	3	-5	0	0.96	4	0	-7

# Some entries already given with just MIN6 prolif.
molecule | MIN6 prolif
O=C(Nn1c(-c2ccc(F)cc2)nc2ccccc2c1=O)c1cccnc1 | -3
COc1ccc(C(C)NC(=O)C2CCCO2)cc1OC (stereo not drawn) | 1

# Carrying on.
Structure	TIM10 inh	NALP3 yeast inh	tim10-1 inh	APOBEC3G inh	APOBEC3A inh	mIAP act	mIAP inh	MIN6 prolif	hIAP block
COc1ccccc1N(Cc1ccccc1)S(=O)(=O)c1cccc(C(=O)Nc2ccccn2)c1	-5	21	15	20	-3	1.1	-7	-5	7
CCc1ccc(NC(=O)COC(=O)c2cccs2)cc1	-7	24	-9	-6	0	0.93	7	-6	-3
CC1CCN(C(=O)c2cccc(S(=O)(=O)N3CCN(c4ccccc4)CC3)c2)CC1	9	17	1	-5	-1	0.95	4	-3	11
O=C(OCc1cnc(Cl)s1)c1ccccc1Cl	-8	31	-8	-5	-3	0.96	4	-3	21
O=C1NC(Cc2ccccc2)c2nc3cc(Cl)ccc3c(=O)n2-c2ccccc21 (stereo not drawn)	10	8	11	-9	0	0.98	2	-1	2
Cc1ccc(NC(=O)CN2CCOCC2)cc1Cl	2	2	-10	-7	-4	1.1	-6	-1	-12
COc1ccccc1NC(=O)N1CCCC1C(=O)NCc1ccccc1 (stereo not drawn)	4	10	6	3	1	1	-1	0	-5
O=C(COC(=O)/C=C/c1cccc(C(F)(F)F)c1)NCc1ccco1	4	-1	4	-5	11	0.95	5	9	3
CC(C)(CC(=O)O)CC(=O)Nc1ccc(Cl)c(Cl)c1	7	12	6	-5	-3	0.95	5	-1	-14
CC(C)Sc1nc2c([nH]c3ccccc32)c(=O)n1C	2	9	20	-8	-2	1	-1	0	-22
S=C(NCC1CCCO1)Nc1cccc2ccccc12 (stereo not drawn)	17	7	27	-2	-1	0.9	10	2	2
COc1ccccc1C(=O)Nc1ccc(S(=O)(=O)Nc2cc(C)on2)cc1	5	6	5	0	1	1	-1	0	-14
C=CCn1c(SCC(=O)Nc2ccccc2OC)nc(O)c(CC)c1=O	-3	-1	3	-5	-1	0.94	6	1	0
COc1ccc(C(=O)C2CCCN(C(=O)/C=C/c3cnc[nH]3)C2)c(C)c1 (stereo not drawn)	4	17	0	-5	-2	1	-5	-4	-14
Cc1ccc(C(=O)O/N=C(\N)c2ccccn2)cc1C	22	31	16	0	-2	1	0	-5	-9
COc1ccc2cc(C=O)n(C)c2c1	1	14	6	-7	-3	1.1	-11	0	-6
COc1ccc(NC(=O)c2sc(NC(=O)COc3ccccc3)nc2C)cc1	-17	17	-18	1	2	0.98	2	-2	-8

# Screening results deposited in PubChem BioAssay by Sanford-Burnham Center for Chemical Genomics.
